Compound activity from PubChem BioAssay.
Furin inh: inhibitors of human furin. P09958. purified furin, fluorogenic substrate cleavage. inhibition, % at 30 µM. 0.061% of 220,000 active. AID 463115; in the data active means inhibition above about 25%; further: inactives centre near -15
Target sequence (P09958 108-714 limits assumed): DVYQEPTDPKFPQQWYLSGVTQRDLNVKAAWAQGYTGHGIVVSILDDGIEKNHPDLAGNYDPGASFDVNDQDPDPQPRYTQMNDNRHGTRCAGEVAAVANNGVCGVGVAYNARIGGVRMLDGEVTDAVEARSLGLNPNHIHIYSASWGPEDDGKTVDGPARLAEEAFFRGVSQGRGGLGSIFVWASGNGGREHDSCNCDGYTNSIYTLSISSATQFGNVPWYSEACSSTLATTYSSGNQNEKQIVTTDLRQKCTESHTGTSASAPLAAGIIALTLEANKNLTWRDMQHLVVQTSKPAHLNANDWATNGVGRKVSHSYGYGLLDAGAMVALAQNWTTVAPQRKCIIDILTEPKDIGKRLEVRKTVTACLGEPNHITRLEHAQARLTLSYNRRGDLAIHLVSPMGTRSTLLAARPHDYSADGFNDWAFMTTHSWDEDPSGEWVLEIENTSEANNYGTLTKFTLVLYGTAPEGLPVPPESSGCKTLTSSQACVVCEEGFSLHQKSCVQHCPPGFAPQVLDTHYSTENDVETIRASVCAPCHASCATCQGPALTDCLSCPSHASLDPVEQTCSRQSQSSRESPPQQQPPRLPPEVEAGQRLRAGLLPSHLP
BaF3 parental: reduces parental Ba/F3 cell viability, JAK2V617F counter-screen | CellTiter-Glo ATP luminescence | inhibition, % at 5.6 µM | AID 1486 | 1.1% of 220,000 active;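 active means inhibition above a per-campaign cutoff, the mean inhibition of all tested compounds plus 3 SD, cut at about 27% in these data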;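 further: 0% = DMSO wells and 100% = JAK Inhibitor I control wells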
Ba/F3 V617F tox: reduce viability of Ba/F3 cells dependent on JAK2V617F. Ba/F3 EpoR-JAK2V617F viability, ATP luminescence. 1.1% of 220,000 active. inhibition, % at 5.6 µM;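 active means inhibition above the campaign mean plus 3 SD over all tested compounds, cut at about 24% in these data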;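 further: cytokine-independent growth of Ba/F3 cells driven by EpoR plus mutant JAK2; 0% = DMSO-treated cells and 100% = JAK inhibitor I control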
EP2 antag: blocks the human prostaglandin E2 receptor EP2 | P43116 | C6 glioma cells expressing human EP2, cAMP TR-FRET; cells stimulated with saturating PGE2 | inhibition, % at 25 µM | 0.52% of 260,000 active | AID 1422;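 active means percent inhibition above 40 after rounding to a whole number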;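 further: rat C6 glioma host cells with rolipram phosphodiesterase inhibitor present; the protocol text gives 20 µM as final concentration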
p97 ATPase inh: inhibitors of human p97 ATPase | recombinant p97 ATPase, Kinase-Glo ATP luminescence, 3 h | inhibition, % at 8 µM | 0.42% of 220,000 active | AID 1481; in the data active means inhibition above about 15%;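 further: 0% = DMSO vehicle and 100% = wells lacking enzyme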
PPC-1+TRAIL kill: PPC-1 cancer cell killing with TRAIL present. PPC-1 cells + TRAIL, ATPLite viability luminescence. 0.41% of 220,000 active. cell killing (% activity), % at 4 µM;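 active means cell killing above 50% in the first pass at 4 µM, then a duplicate retest at 5 µM averaging 50% or more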;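 further: plate controls were cells with TRAIL plus DMSO for no effect and medium-only wells lacking cells for full effect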
p47phox inh: inhibitors of human p47phox binding. p47phox/p22phox peptide binding, fluorescence polarization, 2 h. inhibition, % at 24.7 µM. 0.53% of 220,000 active. AID 1274;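 active means inhibition above about 30%, limit read from the data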;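 further: 0% = p47phox with labelled peptide and 100% = labelled peptide alone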
RBBP9 inh: blocks human serine hydrolase RBBP9; O75884; recombinant RBBP9, FP-Rh probe fluorescence polarization; inhibition, % at 7.94 µM; 0.2% of 220,000 active; AID 1515;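 active means inhibition above the campaign mean of all tested compounds plus 3 SD, cut at about 14% in these data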;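 further: plate controls were DMSO wells with RBBP9 for no effect and wells lacking RBBP9 protein for full effect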
Target sequence (O75884 whole entry, looked up): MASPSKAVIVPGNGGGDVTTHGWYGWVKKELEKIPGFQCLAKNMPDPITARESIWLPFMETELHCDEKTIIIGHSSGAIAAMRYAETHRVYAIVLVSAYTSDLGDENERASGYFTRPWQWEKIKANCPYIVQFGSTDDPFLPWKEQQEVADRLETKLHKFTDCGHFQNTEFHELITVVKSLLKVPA
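System: RBBP9 protein / Buffer or medium: Tris/NaCl buffer pH 8.0 with 0.1% Pluronic / Probe or stimulus: Serine-hydrolase probe FP-Rh, 375 nM pre-mixing / Dosing: 7.94 µM single dose, 0.794% DMSO / Times: enzyme-compound preincubation 30 min, then probe labeling 45 min, 25 °C / Technique: fluorescence polarization (mP), excitation 525 nm, emission 598 nm / Replication: singlicate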
Tb hexokinase: blocks Trypanosoma brucei hexokinase 1 activity | 0.11% of 220,000 active | AID 1430 | inhibition, % at 10 µM | recombinant TbHK1, G6PDH-coupled NADH A340;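 active means inhibition of 50% or more in the single-dose primary screen; inactive means inhibition below 50%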
Numbers without * were called inactive; & = joins results of further samples; [ ] = another dose, or the depositor's remark. Only part of the results is shown (hit frequency here may not be typical).

Results for S=c1[nH]nc(C2(c3ccccc3)CCCC2)o1 ?
Furin inh: -24; BaF3 parental: -8; Ba/F3 V617F tox: -3; EP2 antag: 4; p97 ATPase inh: 4; PPC-1+TRAIL kill: 6; p47phox inh: 2; RBBP9 inh: -5; Tb hexokinase: -9

What do the screens show for `O=C(O)c1csc(N/N=C/c2ccc(Br)cc2)n1`?
Furin inh: -15; BaF3 parental: 9; Ba/F3 V617F tox: 6; EP2 antag: 9; p97 ATPase inh: 1; PPC-1+TRAIL kill: 16; p47phox inh: -22; RBBP9 inh: -6; Tb hexokinase: -9

What do the screens show for `Cn1c(=O)c2[nH]c(-c3ccccc3Cl)c(O)c2n(C)c1=O`?
Furin inh: -13; BaF3 parental: 0; Ba/F3 V617F tox: -2; EP2 antag: 6; p97 ATPase inh: 5; PPC-1+TRAIL kill: -13; p47phox inh: -22; RBBP9 inh: -3; Tb hexokinase: 6

What do the screens show for `O=C(NCCN1CCCCCC1)C1CCCN1S(=O)(=O)c1cccc2nsnc12` (stereo not given)?
Furin inh: -9; BaF3 parental: 7; Ba/F3 V617F tox: 5; EP2 antag: 6; p97 ATPase inh: -3; PPC-1+TRAIL kill: 6; p47phox inh: 0; RBBP9 inh: -3; Tb hexokinase: -8

What do the screens show for `Nc1ncc(Br)cc1S(=O)(=O)NCCC(=O)Nc1cccc(Cl)c1`?
Furin inh: -13[20 µM]; BaF3 parental: 6; Ba/F3 V617F tox: 2; EP2 antag: 9; p97 ATPase inh: -2; PPC-1+TRAIL kill: 14; p47phox inh: -13; RBBP9 inh: -10; Tb hexokinase: -6

How did CCc1nnc(NC(=O)c2ccc(S(=O)(=O)NC3CCCCC3)cc2)s1 do in these assays?
Furin inh: -18[20 µM]; BaF3 parental: 4; Ba/F3 V617F tox: -2; EP2 antag: 8&12; p97 ATPase inh: 0; PPC-1+TRAIL kill: 10; p47phox inh: -8; RBBP9 inh: 0; Tb hexokinase: -5

What do the screens show for `COc1ccc(CCNC(=O)Cn2cnc3scc(-c4ccccc4)c3c2=O)cc1OC`?
Furin inh: -23; BaF3 parental: -2; Ba/F3 V617F tox: -2; EP2 antag: 7; p97 ATPase inh: 4; PPC-1+TRAIL kill: 25; p47phox inh: -10; RBBP9 inh: -6; Tb hexokinase: -1

How did O=C(/C=C1\SC(=O)N(CC(=O)Nc2ccc(F)cc2)C1=O)Nc1ccc(Cl)cc1 do in these assays?
Furin inh: 3; BaF3 parental: 5; Ba/F3 V617F tox: 3; EP2 antag: 8; p97 ATPase inh: 0; PPC-1+TRAIL kill: 10; p47phox inh: 3; RBBP9 inh: -11; Tb hexokinase: 4

How did C=CCn1c(COc2ccc(F)cc2)nnc1SCC(=O)Nc1cccc(S(N)(=O)=O)c1 do in these assays?
Furin inh: -9; BaF3 parental: 5; Ba/F3 V617F tox: 1; EP2 antag: 3; p97 ATPase inh: 4; PPC-1+TRAIL kill: 17; p47phox inh: -9; RBBP9 inh: -8; Tb hexokinase: -4

What do the screens show for `Cc1ccc(NS(=O)(=O)c2ccc(NC(=O)c3cccs3)cc2)cc1`?
Furin inh: -22[20 µM]; BaF3 parental: 5; Ba/F3 V617F tox: -2; EP2 antag: 17; p97 ATPase inh: 8; PPC-1+TRAIL kill: 13; p47phox inh: -8; RBBP9 inh: -11; Tb hexokinase: 5

How did COC(=O)Cc1c(C)c2ccc(OCC(=O)N3CCOCC3)cc2oc1=O do in these assays?
Furin inh: -22[20 µM]; BaF3 parental: 4; Ba/F3 V617F tox: -1; EP2 antag: 18; p97 ATPase inh: 0; PPC-1+TRAIL kill: 12; p47phox inh: -5; RBBP9 inh: -8; Tb hexokinase: -29

How did CC1(C)CC2CC(C)(CN2C(=O)COC(=O)CNC(=O)c2ccc(Cl)c(Cl)c2)C1 (stereo not given) do in these assays?
Furin inh: -5; BaF3 parental: 4; Ba/F3 V617F tox: 1; EP2 antag: 7; p97 ATPase inh: 0; PPC-1+TRAIL kill: 5; p47phox inh: -6; RBBP9 inh: -4; Tb hexokinase: -9

Results for CSC1=NCCN1C(=O)c1ccc(S(=O)(=O)N2CCCC2)cc1 ?
Furin inh: -19; BaF3 parental: 0; Ba/F3 V617F tox: -2; EP2 antag: 9; p97 ATPase inh: 2; PPC-1+TRAIL kill: 4; p47phox inh: -5; RBBP9 inh: 0; Tb hexokinase: 1

How did FC(F)(F)c1cccc(NC(=S)NC2CCCC2)c1 do in these assays?
Furin inh: -5; BaF3 parental: 5; Ba/F3 V617F tox: -1; EP2 antag: 9; p97 ATPase inh: 4; PPC-1+TRAIL kill: 0; p47phox inh: -11; RBBP9 inh: -5; Tb hexokinase: 29

Results for Cc1ccnc(N/C=C(/NC(=O)c2ccccc2)C(=O)N/N=C\c2ccc(F)cc2)n1 ?
Furin inh: -7[20 µM]; BaF3 parental: 3; Ba/F3 V617F tox: -1; EP2 antag: 6; p97 ATPase inh: -8; PPC-1+TRAIL kill: 9; p47phox inh: -13; RBBP9 inh: 2; Tb hexokinase: -64

Results for Cc1ccc(C(=O)n2c3ccccc3c3ccccc32)cc1 ?
Furin inh: -19[20 µM]; BaF3 parental: 3; Ba/F3 V617F tox: 2; EP2 antag: 14; p97 ATPase inh: -5; PPC-1+TRAIL kill: 32; p47phox inh: -1; RBBP9 inh: -7; Tb hexokinase: 0

What do the screens show for `COc1ccccc1NC(=O)Nc1ccc(Br)cn1`?
Furin inh: -22; BaF3 parental: 0; Ba/F3 V617F tox: -5; EP2 antag: 1; p97 ATPase inh: 6; PPC-1+TRAIL kill: 4; p47phox inh: -12; RBBP9 inh: -9; Tb hexokinase: -6

How did NS(=O)(=O)c1ccc2nc(NC(=O)c3ccc(Br)o3)sc2c1 do in these assays?
Furin inh: -24; BaF3 parental: 6; Ba/F3 V617F tox: 3; EP2 antag: 9; p97 ATPase inh: 8; PPC-1+TRAIL kill: 18; p47phox inh: -24; RBBP9 inh: -4; Tb hexokinase: -4

What do the screens show for `CCc1ccc(NC(=O)CSc2nnc(COc3ccc4c(c3)CCCC4)o2)cc1`?
Furin inh: -3[20 µM]; BaF3 parental: 4; Ba/F3 V617F tox: 2; EP2 antag: 7; p97 ATPase inh: -6; PPC-1+TRAIL kill: -8; p47phox inh: -1; RBBP9 inh: -11; Tb hexokinase: -4

Results for COc1ccc(C(=O)NC(C)c2nc3ccccc3n2C)cc1OC (stereo not given) ?
Furin inh: -26; BaF3 parental: 2; Ba/F3 V617F tox: 0; EP2 antag: 7; p97 ATPase inh: 6; PPC-1+TRAIL kill: 48; p47phox inh: -4; RBBP9 inh: 4; Tb hexokinase: -5

Results for Cc1ccc(Cn2c(=O)c3c(nc4n3CCCN4Cc3ccccc3)n(C)c2=O)cc1 ?
Furin inh: -12; BaF3 parental: 1; Ba/F3 V617F tox: -4; EP2 antag: 11; p97 ATPase inh: -1; PPC-1+TRAIL kill: -7; p47phox inh: -13; RBBP9 inh: -6; Tb hexokinase: -1

Results for Cc1ccccc1C(=O)N/N=C1/SCC(=O)N1Cc1ccccc1 ?
Furin inh: -27; BaF3 parental: 4; Ba/F3 V617F tox: -4; EP2 antag: 14; p97 ATPase inh: 8; PPC-1+TRAIL kill: 8; p47phox inh: 7; RBBP9 inh: 4; Tb hexokinase: 2

How did NC(=O)Cc1nc(-c2ccc(F)cc2)cs1 do in these assays?
Furin inh: -15; BaF3 parental: -3; Ba/F3 V617F tox: -1; EP2 antag: 9; p97 ATPase inh: 0; PPC-1+TRAIL kill: 12; p47phox inh: -1; RBBP9 inh: 1; Tb hexokinase: -11

Results for CCOC(=O)c1nnc(-c2ccc(C)cc2)nc1Sc1ccccc1Cl ?
Furin inh: -12[20 µM]; BaF3 parental: 3; Ba/F3 V617F tox: 1; EP2 antag: 7; p97 ATPase inh: 1; PPC-1+TRAIL kill: 26; p47phox inh: -12; RBBP9 inh: -1; Tb hexokinase: -4

How did O=C(C1=C[C@H](c2csc3ccccc23)C[C@H](OCCCCO)O1)N1CCOCC1 do in these assays?
Furin inh: -32; BaF3 parental: 5; Ba/F3 V617F tox: 2; EP2 antag: 9; p97 ATPase inh: 3; PPC-1+TRAIL kill: 10; RBBP9 inh: 6; Tb hexokinase: -4

What do the screens show for `Cc1cc(-c2nn3c(-c4ccccc4)nnc3s2)c2ccccc2n1`?
Furin inh: -10[20 µM]; BaF3 parental: 8; Ba/F3 V617F tox: 7; EP2 antag: 2; p97 ATPase inh: -2; PPC-1+TRAIL kill: -2; p47phox inh: -10; RBBP9 inh: -14; Tb hexokinase: -11

Results for COCCCNC(=O)CN1CCN(Cc2ccccc2Cl)C1=O ?
Furin inh: -17; BaF3 parental: 7; Ba/F3 V617F tox: -1; EP2 antag: 10; p97 ATPase inh: -2; PPC-1+TRAIL kill: 19; p47phox inh: -4; RBBP9 inh: -3; Tb hexokinase: -13

Results for COc1ccccc1-c1nnc(SCC(=O)O)n1C ?
Furin inh: -24; BaF3 parental: -1; Ba/F3 V617F tox: -6; EP2 antag: 6; p97 ATPase inh: 3; PPC-1+TRAIL kill: 6; p47phox inh: -13; RBBP9 inh: -8; Tb hexokinase: -3

Results for CCNc1nc(NCC)nc(N/N=C/c2cc(OC)c(OC)c(OC)c2)n1 ?
Furin inh: -15; BaF3 parental: -3; Ba/F3 V617F tox: -2; EP2 antag: 12; p97 ATPase inh: 4; PPC-1+TRAIL kill: 10; p47phox inh: 0; RBBP9 inh: -3; Tb hexokinase: -28

Results for COC(=O)C1=C(C)N(C)C(=O)NC1c1ccc(O)c(Cl)c1 (stereo not given) ?
Furin inh: -17; BaF3 parental: 2; Ba/F3 V617F tox: -1; EP2 antag: 4; p97 ATPase inh: 2; PPC-1+TRAIL kill: 18; p47phox inh: -6; RBBP9 inh: -3; Tb hexokinase: 0

How did CSc1nc2c(c(=O)[nH]1)C(c1cccc(Br)c1)CC(=O)N2 (stereo not given) do in these assays?
Furin inh: -20; BaF3 parental: 9; Ba/F3 V617F tox: 2; EP2 antag: 7; p97 ATPase inh: -1; PPC-1+TRAIL kill: 24; p47phox inh: -5; RBBP9 inh: -7; Tb hexokinase: 2

Results for CCC(=O)Nc1cc(C(=O)OC(C(=O)c2ccc(C)c(C)c2)c2ccccc2)ccc1C (stereo not given) ?
Furin inh: -22; BaF3 parental: 5; Ba/F3 V617F tox: 1; EP2 antag: 5; p97 ATPase inh: -2; PPC-1+TRAIL kill: 8; p47phox inh: -14; RBBP9 inh: -15; Tb hexokinase: -8

What do the screens show for `COc1ccccc1NC(=O)c1nnn(CC(=O)Nc2cccc(SC)c2)c1N`?
Furin inh: -16[20 µM]; BaF3 parental: 5; Ba/F3 V617F tox: 3; EP2 antag: 3; p97 ATPase inh: -3; PPC-1+TRAIL kill: 1; p47phox inh: -15; RBBP9 inh: -7; Tb hexokinase: 0

2 records drawn at random from those above:
Results for COCCCNC(=O)CN1CCN(Cc2ccccc2Cl)C1=O ?
Furin inh: -17; BaF3 parental: 7; Ba/F3 V617F tox: -1; EP2 antag: 10; p97 ATPase inh: -2; PPC-1+TRAIL kill: 19; p47phox inh: -4; RBBP9 inh: -3; Tb hexokinase: -13

How did COC(=O)Cc1c(C)c2ccc(OCC(=O)N3CCOCC3)cc2oc1=O do in these assays?
Furin inh: -22[20 µM]; BaF3 parental: 4; Ba/F3 V617F tox: -1; EP2 antag: 18; p97 ATPase inh: 0; PPC-1+TRAIL kill: 12; p47phox inh: -5; RBBP9 inh: -8; Tb hexokinase: -29
